NALP1 yeast inh: blocks the NALP1 inflammasome reconstituted in yeast | S. cerevisiae NALP1/ASC/caspase-1 growth, X-gal OD620, 72 h | inhibition, % at 10 µM | hit rate 0.61% among 280,000 | AID 2071; in the data active means inhibition mostly above about 24%, no sharp cut-off; inactive means mostly below about 32%; further: some compounds called inactive have numbers as strong as hits
VIM-2 inhibitor: inhibitors of Pseudomonas aeruginosa VIM-2 metallo-beta-lactamase; purified VIM-2, nitrocefin hydrolysis, epi-absorbance fluorescence; inhibition, % at 5.6 µM; hit rate 0.89% among 290,000; AID 1527;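 active means inhibition above the mean of all tested compounds plus 3 SD, cutoff set per screening run, cut at about 7.5% in these data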;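 further: red hydrolysis product quenches plate fluorescence so inhibitors raise well fluorescence; 0% = enzyme with DMSO and 100% = DMSO without enzyme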
PHOSPHO1 block: inhibitors of human PHOSPHO1 phosphatase; AID 1565; inhibition, % at 13.3 µM; hit rate 1.1% among 290,000; recombinant PHOSPHO1, absorbance phosphatase assay; Q8TCT1; in the data active means inhibition above about 60%
Target sequence (Q8TCT1 whole entry, looked up): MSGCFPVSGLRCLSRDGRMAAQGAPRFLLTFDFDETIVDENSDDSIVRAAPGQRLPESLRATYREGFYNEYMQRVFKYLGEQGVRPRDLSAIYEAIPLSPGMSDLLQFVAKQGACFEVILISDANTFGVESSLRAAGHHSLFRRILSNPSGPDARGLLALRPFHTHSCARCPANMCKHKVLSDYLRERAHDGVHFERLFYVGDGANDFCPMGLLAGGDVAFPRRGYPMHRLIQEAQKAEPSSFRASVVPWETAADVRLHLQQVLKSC
IDE cell inh: inhibits human insulin-degrading enzyme in HEK cells. P14735. FAbetaB cleavage, fluorescence polarization. hit rate 0.41% among 320,000. inhibition, % at 5.59 µM;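 active means percent inhibition above the average of all tested compounds plus 3 SD, set per screening campaign, cut at about 16% in these data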;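 further: IDE supplied by intact live HEK cells; FP after avidin binding of uncleaved biotin substrate so inhibition keeps polarization high; 0% = DMSO wells and 100% = 60 µM reference IDE inhibitor Ii1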
IMP-1 inhibitor: blocks Pseudomonas aeruginosa IMP-1 metallo-beta-lactamase | purified IMP-1, nitrocefin hydrolysis, epi-absorbance fluorescence | inhibition, % at 5.6 µM | hit rate 0.45% among 290,000;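 active means inhibition above the mean plus 3 SD of all compounds in the same screening run, cut at about 4.5% in these data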;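 further: 0% = IMP-1 with DMSO and 100% = DMSO wells lacking enzyme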
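System – purified recombinant IMP-1 beta-lactamase · Input – IMP-1 dispensed at 0.2 nM · Timing – 15 min preincubation plus 25 min reaction at 25 °C · Signal – Epi-absorbance fluorescence, 480 nm excitation, 530 nm emission · Measure – percent IMP-1 inhibition derived from blank-referenced optical density · Controls – Enzyme-plus-DMSO low control, enzyme-free DMSO high control · Replication – singlicate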
PfM18AAP inh: blocks P. falciparum M18 aspartyl aminopeptidase; recombinant PfM18AAP, H-Glu-NHMec fluorogenic cleavage; inhibition, % at 7.35 µM; hit rate 1.2% among 290,000;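 active means inhibition above the campaign mean inhibition over all tested compounds plus 3 SD, cut at about 28% in these data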;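 further: 0% = plate median of test compound wells and 100% = 2 mM ZnCl2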
pCIP destab: p/CIP protein destabilization. decrease of EGFP signal, % at 10 µM. Q05BA5. hit rate 0.01% among 290,000. F442A p/CIP-EGFP cells, EGFP fluorescence, 16 h;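 active means EGFP signal decrease of at least 30% at 10 µM or well 3 SD below plate mean, unless failing retest; inactive means the rest, including hits failing retest or dose response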; further: some compounds called inactive have numbers as strong as hits; many of its hits are not listed in these tables
GPR7 antagonist: antagonists of human GPR7 (neuropeptides B/W receptor 1). P48145. GPR7-expressing cells, fluorescence antagonist assay. inhibition, % at 4.4 µM. hit rate 1.1% among 290,000. AID 1861; in the data active means inhibition above about 16%, passing the limit was not always enough;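 further: cells stimulated with the agonist NPW; 0% = agonist with vehicle and 100% = vehicle without agonist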
Target sequence (P48145 whole entry, looked up): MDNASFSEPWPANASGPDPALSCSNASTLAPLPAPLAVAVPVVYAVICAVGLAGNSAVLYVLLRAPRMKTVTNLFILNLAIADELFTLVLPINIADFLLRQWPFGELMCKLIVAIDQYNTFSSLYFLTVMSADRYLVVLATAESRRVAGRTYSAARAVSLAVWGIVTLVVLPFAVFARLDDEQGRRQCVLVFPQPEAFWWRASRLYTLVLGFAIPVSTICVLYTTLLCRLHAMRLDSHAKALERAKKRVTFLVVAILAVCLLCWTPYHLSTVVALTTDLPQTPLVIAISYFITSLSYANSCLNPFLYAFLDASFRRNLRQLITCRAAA
IDE cell activ: activators of human insulin-degrading enzyme in cells | activation, % at 5.96 µM | hit rate 0.073% among 340,000 | HEK cells, FAbeta-B cleavage, fluorescence polarization; 0% vehicle, 100% cell-free pure enzyme wells;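 active means activation above the mean of all tested compounds plus 3 SD, set per screening campaign, cut at about 17% in these data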
* = called active by the depositor; . = no result given.

A first look:
nr	NALP1 yeast inh	VIM-2 inhibitor	PHOSPHO1 block	IDE cell inh	IMP-1 inhibitor	PfM18AAP inh	pCIP destab	GPR7 antagonist	IDE cell activ	canonical_smiles
1	32	-2.9	3	2	-2.1	2	5	4	2	Cc1ccc(/C=C/C(=O)NC(C)c2ccccc2)cc1 (centres undefined)
2	30	-1.2	39	1	-0.3	-3	-8	5	6	COc1cc2nc(C3CC3)n(NC(=O)c3ccc(F)cc3)c(=O)c2cc1OC
3	0	-2.6	3	4	-6.1	-4	1	-15	-2	COc1ccccc1NC(=O)c1ccc2nc(N3C(=O)CCC3=O)sc2c1
4	11	-0.3	17	2	1.6	-7	-4	5	6	CC1CCN(C(=O)CCNS(=O)(=O)c2ccc3c(c2)oc(=O)n3C)CC1
5	31	-1.3	-6	0	-0.8	2	-3	-15	2	CCOc1cc(S(=O)(=O)Nc2ccc(Cl)cn2)ccc1F
6	41	-1.6	-6	-4	-1.7	-1	2	21	0	COC(=O)C1=C(C)OC(N)=C(C#N)C1c1ccc(OC)c(CSc2ccccn2)c1 (centres undefined)
7	8	-1.0	36	2	-1.9	-3	-11	-12	6	O=C(NCCOc1cccnc1)C1CCC(=O)N(Cc2ccccc2F)C1 (centres undefined)

The whole of this part, from the start:
nr	NALP1 yeast inh	VIM-2 inhibitor	PHOSPHO1 block	IDE cell inh	IMP-1 inhibitor	PfM18AAP inh	pCIP destab	GPR7 antagonist	IDE cell activ	canonical_smiles
1	32	-2.9	3	2	-2.1	2	5	4	2	Cc1ccc(/C=C/C(=O)NC(C)c2ccccc2)cc1 (centres undefined)
2	30	-1.2	39	1	-0.3	-3	-8	5	6	COc1cc2nc(C3CC3)n(NC(=O)c3ccc(F)cc3)c(=O)c2cc1OC
3	0	-2.6	3	4	-6.1	-4	1	-15	-2	COc1ccccc1NC(=O)c1ccc2nc(N3C(=O)CCC3=O)sc2c1
4	11	-0.3	17	2	1.6	-7	-4	5	6	CC1CCN(C(=O)CCNS(=O)(=O)c2ccc3c(c2)oc(=O)n3C)CC1
5	31	-1.3	-6	0	-0.8	2	-3	-15	2	CCOc1cc(S(=O)(=O)Nc2ccc(Cl)cn2)ccc1F
6	41	-1.6	-6	-4	-1.7	-1	2	21	0	COC(=O)C1=C(C)OC(N)=C(C#N)C1c1ccc(OC)c(CSc2ccccn2)c1 (centres undefined)
7	8	-1.0	36	2	-1.9	-3	-11	-12	6	O=C(NCCOc1cccnc1)C1CCC(=O)N(Cc2ccccc2F)C1 (centres undefined)
8	20	-1.5	20	4	-4.6	-2	2	1	6	Nc1cc(=O)[nH]n1C1CCN(c2ccccc2)CC1
9	12	-2.7	8	-3	-4.2	21	-10	-9	-4	COc1ccc(/C=N/Nc2nc(-c3ccc(C)cc3)c(C#N)c(=O)[nH]2)cc1
10	7	-2.2	7	-1	-5.5	21	-8	-3	2	CC(=O)Oc1cccc(N2C(=O)CC(Nc3ccc(N4CCOCC4)cc3)C2=O)c1 (centres undefined)
11	-14	-1.2	38	4	-2.7	-1	-6	-2	-2	CCc1csc(CCNC(=O)C2CCC(=O)N(Cc3cccc(C(F)(F)F)c3)C2)n1 (centres undefined)
12	8	-1.2	-3	5	-2.6	-10	-2	-2	9	O=C(Cn1nc(-c2ccccc2Cl)ccc1=O)Nc1ccccc1-c1ccccc1
13	14	-1.8	19	7	0.5	12	-3	9	-1	Cc1ccc(C(=O)N/N=C/c2ccc(OC(=O)c3ccccc3Cl)cc2)cn1
14	6	-1.1	1	8	-2.3	-10	1	-6	2	CC(=O)OC(C(=O)NCCc1ccccc1)c1cccnc1 (centres undefined)
15	10	1.1	14	-2	0.0	5	-4	33*	6	CCc1ccccc1NC(=O)c1cc([N+](=O)[O-])ccc1N1CCOCC1
16	-6	-0.9	7	3	-1.7	-3	-2	-17	1	Cc1nc2ccc(NC(=O)c3ccc(S(=O)(=O)N(C)C)cc3)cc2s1
17	-18	-7.3	-3	4	-2.4	1	-6	-10	6	CCOc1ccc(C(=O)NCCCn2ccnc2)cc1
18	2	-1.0	6	0	-2.7	7	-4	-15	6	COc1cc(CN2CCC(C(=O)N3CCN(c4ccccc4F)CC3)CC2)cc(OC)c1OC
19	-14	-5.3	20	-2	-1.9	5	-15	-6	-2	O=C(NC1CC2CCCC(C1)N2C(=O)Nc1ccccc1)c1ccncc1 (centres undefined)
20	-4	-2.6	74*	7	-2.2	18	-8	-9	-3	COc1cc(-c2nn3c(COc4ccccc4)nnc3s2)cc(OC)c1OC
21	11	-1.4	8	-1	-3.5	-1	4	-14	5	Cc1cccc(NC(=O)CCNS(=O)(=O)c2cccc3nonc23)c1
22	-3	-0.4	46	0	-1.0	7	-9	-3	0	CCOc1ccccc1Nc1ccc(C(=O)O)cc1N
23	2	-1.2	-118	7	-0.7	-3	5	5	4	Cc1ccccc1CSc1nccn1-c1ccccc1
24	7	-4.1	14	-2	-3.4	0	-4	6	0	CCOC(=O)c1cc2sc(C)cc2n1CC(=O)NCCc1ccccc1
25	8	-3.9	16	3	-3.0	3	-6	10	0	Cc1ccc(C)c(OCC(=O)O/N=C(\N)c2ccccn2)c1

More compounds.
nr	NALP1 yeast inh	VIM-2 inhibitor	PHOSPHO1 block	IDE cell inh	IMP-1 inhibitor	PfM18AAP inh	pCIP destab	GPR7 antagonist	IDE cell activ	canonical_smiles
26	-11	0.6	9	4	0.1	-6	-24	-15	8	CCS(=O)(=O)N1CCCC(C(=O)NCCCOC(C)C)C1 (centres undefined)
27	22	2.5	22	.	-0.3	-5	-3	-25	-1	CCn1ccc(C(=O)Nc2sc3c(c2C(=O)OC)CCC3)n1
28	20	-2.7	7	10	-5.4	-2	-3	10	6	CN1C(=O)NC(c2ccc(C(F)(F)F)cc2)C2=C1CC(C)(C)CC2=O (centres undefined)
29	-5	-3.1	30	8	-3.2	2	-6	-9	3	CCn1ncc(NC(=S)NCCc2ccc(OC)c(OC)c2)c1C(N)=O
30	1	-1.7	20	0	-2.4	-2	6	-16	3	Cn1cc(Br)c(C(=O)NN2C(=O)C3C4C=CC(C5CC45)C3C2=O)n1 (centres undefined)
31	9	-2.6	-23	3	2.8	7	4	-3	5	N/C(=N\OC(=O)c1cccc(Br)c1)c1ccccc1
32	20	-1.9	3	11	-2.8	1	8	-10	3	Cc1ccc(N(CC(=O)NCCSc2nc3ccccc3s2)S(=O)(=O)c2ccccc2)c(C)c1
33	-15	-1.7	4	5	-2.1	4	5	-7	2	CCc1ccc(NC(=O)c2cnn(-c3ccccc3)c2C2CCNCC2)cc1
34	.	-3.0	22	5	-3.7	5	-2	-7	-3	COC(=O)C1CCN(C(c2cccs2)c2sc3nc(C)nn3c2O)CC1 (centres undefined)
35	10	-1.8	36	0	-0.9	-9	-4	4	3	CCOC(=O)C1CCCN(S(=O)(=O)c2ccc3c(c2)CC(C)N3C(=O)C2CC2)C1 (centres undefined)
36	12	3.2	2	4	-2.4	-2	-7	11	-2	O=C(Oc1ccccc1)Oc1ccc2c(c1)oc(=O)c1ccccc12
37	15	-1.6	22	-1	-2.5	0	-22	-2	1	CCC(C)NC(=O)c1ccc(N2CC3CC(C2)c2cccc(=O)n2C3)c(NC(=O)c2ccc(Br)o2)c1 (centres undefined)
38	0	-0.7	8	-4	-2.4	-2	-13	6	3	CC(CCc1ccccc1)NC(=O)C(Cc1ccccc1)NC(N)=O (centres undefined)
39	6	1.6	30	1	-3.2	0	-13	-3	2	COc1cnc(-c2ccccn2)nc1Oc1ccc(C(C)(C)C)cc1
40	3	2.5	45	3	-4.5	-14	-4	-8	2	COc1ccc(CC(=O)Nc2ccc(-c3nnc(-c4ccccc4)o3)cc2)cc1
41	7	1.3	19	1	1.8	-1	0	-4	5	CC(C)c1ccc(C2/C(=C(/O)c3ccccc3)C(=O)C(=O)N2CCCN2CCOCC2)cc1 (centres undefined)
42	14	-2.8	33	-4	-2.1	2	-2	-10	3	COc1ccc(CN2CCN(Cc3cccc(F)c3)CC2)cc1OC
43	9	-1.3	32	4	-1.3	-4	-5	1	-3	Cc1noc(C)c1COC(=O)/C=C/c1ccc(Cl)cc1
44	-4	0.2	36	1	-2.9	-5	4	-13	-2	CNC(=O)CSc1n[nH]c(-c2cc(Cl)ccc2OC)n1
45	3	-1.1	28	5	-1.2	2	-10	-1	-4	COc1ccc(-c2cc(CNC(=O)CCl)on2)cc1
46	-12	-2.1	12	3	0.2	3	0	16	-8	Cc1ccc(-c2noc(CSc3nnc(-c4ccncc4)n3-c3ccc(C)cc3)n2)cc1
47	19	-4.3	1	4	-4.3	1	-8	4	3	COc1cc(Br)cc(/C=N/NC(=O)Cc2ccc(C(F)(F)F)cc2[N+](=O)[O-])c1O
48	-16	-1.8	-130	-1	-3.6	3	-22	-17	-1	O=c1c2ccccc2c(-c2ccc(Br)cc2)nn1Cc1ccccc1
49	7	-1.9	14	8	-0.8	2	-4	-9	-2	O=C(CN1CCN(c2ncccn2)CC1)NCCC1=CCCCC1
50	1	-2.6	9	3	-2.5	5	0	-20	5	CCOCCCNC(=O)CSCc1nc(-c2ccc(SC)cc2)oc1C

At a glance, some entries already given:
nr	NALP1 yeast inh	VIM-2 inhibitor	PHOSPHO1 block	IDE cell inh	IMP-1 inhibitor	PfM18AAP inh	pCIP destab	GPR7 antagonist	IDE cell activ	canonical_smiles
48	-16	-1.8	-130	-1	-3.6	3	-22	-17	-1	O=c1c2ccccc2c(-c2ccc(Br)cc2)nn1Cc1ccccc1
49	7	-1.9	14	8	-0.8	2	-4	-9	-2	O=C(CN1CCN(c2ncccn2)CC1)NCCC1=CCCCC1
50	1	-2.6	9	3	-2.5	5	0	-20	5	CCOCCCNC(=O)CSCc1nc(-c2ccc(SC)cc2)oc1C

Next results follow.
nr	NALP1 yeast inh	VIM-2 inhibitor	PHOSPHO1 block	IDE cell inh	IMP-1 inhibitor	PfM18AAP inh	pCIP destab	GPR7 antagonist	IDE cell activ	canonical_smiles
51	1	-1.6	-12	9	2.2	-10	5	-13	7	CC(C)(C)n1nnnc1C(c1cccnc1)N1CCN(c2ccccc2F)CC1 (centres undefined)
52	-6	-1.9	12	6	-3.3	-3	14	-10	0	COc1ccc(-n2nc(C(=O)NCC(=O)N3CCC(C(N)=O)CC3)c3ccccc3c2=O)cc1OC
53	7	-2.3	-25	-5	2.5	7	1	2	-1	COC(=O)c1cc(OC)c(OC)cc1NC(=O)CN1C(=O)c2ccccc2C1=O
54	-6	-1.7	7	3	-3.1	4	0	-14	7	Cc1cc(C)nc(NS(=O)(=O)c2ccc(NC(=O)NC3CCCCC3)cc2)n1
55	0	0.6	14	5	-0.9	1	8	10	5	CC1CN(C(=O)CN(C)S(=O)(=O)c2ccc3ccccc3c2)CC(C)O1 (centres undefined)
56	7	-2.8	-4	-1	-3.7	-3	-8	-10	6	CCCCNC(=O)c1cc(S(=O)(=O)N2CCCCC2)oc1C
57	14	-5.2	19	0	1.0	4	-2	-8	1	CC(C(=O)NCc1ccco1)n1cc(C(=O)c2ccco2)c2ccccc21 (centres undefined)
58	11	-3.9	-3	-3	-2.5	2	-2	4	5	CC(C(=O)NCc1ccc(F)cc1)c1ccc([N+](=O)[O-])cc1 (centres undefined)
59	7	-1.6	28	4	-4.0	6	-3	-2	-2	CC(=O)c1cccc(NC(=O)c2ccccc2OCc2ccc(F)cc2)c1

Down the list, as entered above:
GPR7 antagonist, nos. 51–59: -13, -10, 2, -14, 10, -10, -8, 4, -2

Screens as filed in PubChem BioAssay.
